CRE Fsk mod = Cell signaling CRE-BLA (Fsk stim) | CHO CRE-bla reporter (cAMP response element driving beta-lactamase), forskolin EC10, beta-lactamase ratio | Potency, µM (doses to about 38.2 µM), for the others: top-dose activity change, negative = inhibition, hits mostly activators | 71,000 tested, 2.5% active; active = well fitted activation curve with a large enough effect in the signal ratio, with a control signal flat, not every such curve was filed as active; inconclusive = small, poorly fitted or top-dose-only effect, or effect the other way, or a change in a side signal; the % refers to the signal ratio; also: potency is read from the fitted curve at half-maximal effect; % of control where 0% means no effect
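qHTS titration format; CRE-bla CHO reporter; stimulus EC10 NKH 477, a water-soluble forskolin. Read: CCF4 460/530 nm ratio. Potency expressed as AC50 for activators or inhibitors.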
ALOX15 inhib = qHTS Assay for Inhibitors of 15-hLO (15-human lipoxygenase). 74,000 tested, 1.4% active. purified 15hLO-1, xylenol orange hydroperoxide absorbance. Potency, µM (top dose mostly 57.1 µM), inactives show at the top dose activity change, negative = inhibition, hits mostly inhibitors. AID 887, 2007; also: potency is read from the fitted curve at half-maximal effect; % is scaled to controls: 0 for no effect and ±100 for the full control effect; nearly all actives have a fitted effect of over 55% in size
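Purified human 15hLO-1 (40 nM final) in 25 mM Hepes pH 7.5, 0.01% Triton X-100 was preincubated with compound 15 min at room temperature, then reacted 6 min with 50 uM arachidonic acid; hydroperoxide detected by Fe-XO, 573/405 nm absorbance ratio.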
ERK AVP block = qHTS Assay for Inhibitors of the ERK Signaling Pathway using a Homogeneous Screening Assay. HEK293-V1b, vasopressin-stimulated pERK AlphaScreen. Potency, µM (highest dose often 57.5 µM), inactives show top-dose activity, negative = inhibition, usual class: inhibitors. 72,000 tested, 0.99% active. AID 995, 2007; also: potency is read from the fitted curve at half-maximal effect; % is scaled to controls: 0 for no effect and ±100 for the full control effect; nearly all actives have a fitted effect of over 55% in size
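Phosphorylated ERK1/2 detected via AlphaScreen bead proximity in lysates of V1b-expressing HEK293 cells given 25 nM vasopressin for 5 min after 30 min compound exposure (37 °C). AC50 from Hill equation; basal DMSO 0%, vasopressin 100%.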
Tau filament bind = qHTS Assay for Tau Filament Binding; recombinant tau filaments, thioflavin S fluorescence, 15 h; filaments grown with octadecylsulfate alongside compound; Potency, µM (titrated, usually from 57.1 µM), inactives show top-dose activity change, negative = inhibition; Microtubule-associated protein tau (Homo sapiens), P10636; 71,000 tested, 2% active;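 also: potency is read from the fitted curve at half-maximal effect; % is scaled to controls: 0 for no effect and ±100 for the full control effect; actives lower thioflavin S fluorescence by blocking filaments or displacing dye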
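Read-out: ThS fluorescence, 450 nm excitation/510 nm emission; lower signal marks blocked filament formation or displaced dye. Tau at 1 uM with 30 uM ODS, 10 uM ThS, 5 mM DTT, 100 mM NaCl, 10 mM HEPES pH 7.4; 15 h, 37 C.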
Epigenetic mod = qHTS Assay for Epigenetic Modulators. 68,000 tested, 0.09% active. mouse C127i GFP locus derepression, cytometry, 30 h. Potency, µM (top dose mostly 46.1 µM), without a hit: at the top dose GFP derepression (activation); also: % of control where 0% means no effect
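Read-out is the number of GFP-positive cells, scored as fluorescent objects 20 to 120 um wide, reflecting derepression of a silenced CMV-GFP reporter in murine C127i cells after 30 h compound exposure at 37 C.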
DNA Pol III inh = qHTS Assay for Inhibitors of DNA Polymerase III Holoenzyme System; Potency, µM (highest dose often 57.1 µM), inactives show top-dose activity change, negative = inhibition; 71,000 tested, 0.25% active; AID 603, 2007; reconstituted DNA polymerase III holoenzyme replication, biochemical; also: potency is read from the fitted curve at half-maximal effect; % is scaled to controls: 0 for no effect and ±100 for the full control effect
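Reconstituted *E. coli* holoenzyme (0.35 nM Pol III, 1 nM beta, 154 nM SSB, 2 nM primase) was preincubated with compound for 15 min at RT. Synthesis on 1.4 nM ssM13Gori ran 35 min, then was stopped with PicoGreen/EDTA and read as dsDNA fluorescence.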
Luciferase inh = qHTS Assay for Inhibitors of Firefly Luciferase; Luciferin 4-monooxygenase (Photinus pyralis), P08659; purified firefly luciferase, luminescence, 8 min; Potency, µM (doses to about 57.1 µM), for inactives: at the highest dose activity change, negative = inhibition, actives largely listed as inhibitors; 72,000 tested, 2.2% active; also: potency is read from the fitted curve at half-maximal effect; % is scaled to controls: 0 for no effect and ±100 for the full control effect; nearly all actives have a fitted effect of over 40% in size
Target sequence (P08659 whole entry, looked up): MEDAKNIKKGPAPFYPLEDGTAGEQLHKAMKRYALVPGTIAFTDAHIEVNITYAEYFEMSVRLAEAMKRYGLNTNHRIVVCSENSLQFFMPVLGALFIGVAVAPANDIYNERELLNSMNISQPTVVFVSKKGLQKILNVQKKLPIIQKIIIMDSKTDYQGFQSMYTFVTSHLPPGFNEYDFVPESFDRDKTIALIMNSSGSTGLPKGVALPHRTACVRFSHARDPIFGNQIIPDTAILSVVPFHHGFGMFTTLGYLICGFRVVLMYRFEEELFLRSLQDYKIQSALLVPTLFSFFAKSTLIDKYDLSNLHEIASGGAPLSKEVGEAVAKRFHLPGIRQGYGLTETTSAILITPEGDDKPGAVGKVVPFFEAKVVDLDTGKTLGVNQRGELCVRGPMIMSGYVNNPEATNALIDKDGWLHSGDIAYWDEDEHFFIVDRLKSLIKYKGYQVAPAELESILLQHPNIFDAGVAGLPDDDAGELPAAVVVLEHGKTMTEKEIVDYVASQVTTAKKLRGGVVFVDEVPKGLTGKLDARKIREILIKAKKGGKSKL
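Inhibition of light generation by firefly luciferase from ATP and luciferin was profiled with concentration-response curves per sample, ATP held at 10 uM within the enzyme's linear range. Plates were read by luminescence after an 8-minute ambient incubation.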
UbGFP stabilizer = Ubiquitin-GFP Assay | Ubiquitin-GFP reporter cells, proteasome inhibition, GFP fluorescence; response scale: untreated = 0%, 10 µM MG-132 = 100% | 67,000 tested, under 10 active | Potency, µM (series often up to 45.9 µM), without a hit: top-dose activation (GFP accumulation), usual class: activators; active = well fitted activation curve with a large enough effect, not every such curve was filed as active; inconclusive = small, poorly fitted or top-dose-only effect, or another doubt; inactive = no such curve, though single readings can be large or run the other way; also: potency is read from the fitted curve at half-maximal effect
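GFP accumulation read-out: laser plate cytometry counting ubiquitin(G76V)-GFP-expressing U2OS cells after 4 hr compound exposure at 37 °C. Titrations spanned 46 uM to 2.9 nM; 0% = basal, 100% = 10 uM MG-132; concentration-response curves fitted.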
HADH2 inh = qHTS Assay for Inhibitors of HADH2 (Hydroxyacyl-Coenzyme A Dehydrogenase, Type II). Potency, µM (series often up to 57.1 µM), without a hit: at the top dose activity change, negative = inhibition, most hits filed as inhibitors. recombinant HADH2, NADH fluorescence, beta-hydroxybutyryl-CoA. 73,000 tested, 3.4% active. 3-hydroxyacyl-CoA dehydrogenase type-2 (Homo sapiens), Q99714; also: potency is read from the fitted curve at half-maximal effect; % is scaled to controls: 0 for no effect and ±100 for the full control effect; nearly all actives have a fitted effect of over 60% in size; many of its hits are not listed in these tables
Target sequence (Q99714 whole entry, looked up, one chain of several): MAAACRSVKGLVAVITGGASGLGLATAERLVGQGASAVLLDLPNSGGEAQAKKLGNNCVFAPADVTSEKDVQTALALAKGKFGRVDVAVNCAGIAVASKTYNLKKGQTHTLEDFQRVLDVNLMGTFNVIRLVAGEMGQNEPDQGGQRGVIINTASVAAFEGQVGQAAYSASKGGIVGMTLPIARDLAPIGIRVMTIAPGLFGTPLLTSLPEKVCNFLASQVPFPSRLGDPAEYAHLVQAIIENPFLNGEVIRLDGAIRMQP
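E. coli-expressed His-tagged HADH2 tested at 20 nM in alkaline Tris buffer (pH 9.0); oxidation of 90 uM beta-hydroxybutyryl-CoA with 1 mM NAD+ tracked fluorimetrically for 4 min.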
Hsp90 Hop PPI = qHTS Assay for Disrupters of an Hsp90 Co-Chaperone Interaction; Hsp90 C-terminal peptide / TPR2A (Hop) interaction, human; AlphaScreen TPR2A-His6 binding biotin-Hsp90 C-terminal peptide; Potency, µM (doses to about 57 µM), inactives show at the top dose activity change, negative = inhibition; 71,000 tested, 0.44% active; active = well fitted curve in either direction with a large enough effect; inconclusive = small, poorly fitted or top-dose-only effect, or another doubt; also: potency is read from the fitted curve at half-maximal effect; % is scaled to controls: 0 for no effect and ±100 for the full control effect; many of its hits are not listed in these tables
HBB splice mod = qHTS Assay for Modulators of Hemoglobin Beta Chain Splicing; HBB splicing reporter cell assay, activation; EGFP reporter with mutant IVS2-654 intron; response scale: normalised to 500 nM splice-correcting PNA; Potency, µM (titrated, usually from 46.1 µM), inactives show at the highest dose activation, most hits filed as activators; 65,000 tested, 0.06% active; AID 925, 2007; also: potency is read from the fitted curve at half-maximal effect; 0% is about no effect
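Compounds were applied for 2 days to HeLa EGFP-654 cells, 500/well in Optimem with 2% FCS. The reporter's EGFP is disrupted by mis-splicing of beta-globin intron IVS2-654. Readout: summed well GFP fluorescence from 488 nm laser scanning; reference was 500 nM antisense […] 654 PNA.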
An asterisk follows results filed as active; ? = inconclusive; . = not tested or not shown; [ ] = another dose, or the depositor's remark. Unless noted, calls follow the shape of the dose curve; as a rule, active = well fitted curve in the direction sought with a large enough effect; inconclusive = small, poorly fitted or top-dose-only effect, or another doubt; inactive = no such curve, though single readings can be large; an effect the other way counts as inactive or inconclusive. The list is partial; the hit share may differ from the screen's.

SMILES | CRE Fsk mod | ALOX15 inhib | ERK AVP block | Tau filament bind | Epigenetic mod | DNA Pol III inh | Luciferase inh | UbGFP stabilizer | HADH2 inh | Hsp90 Hop PPI | HBB splice mod
CC(CN1CCOCC1)(NS(=O)(=O)c1ccccc1)c1ccccc1 (centres undefined) | -2% | 1% | -5% | -12% | -5% | -8% | -1% | -3% | -2% | -1% | -0.2%[57.5 µM]
OC(C#CCN1CCOCC1)(c1ccccc1)C1CC1 (centres undefined) | -7% | -7% | -1% | 9% | -3% | 3% | 2% | 10% | -3% | -2% | -1.2%
CSc1nnc(-c2ccc(NC(=O)CCc3ccccc3)cc2)n1C | 5% | -1% | -2% | -6% | 2% | -8% | 1% | 2% | 1% | -2% | -7.1%[0.369 µM]
COc1ccc(C2C(C(=O)N3CCN(c4ccccc4)CC3)c3ccccc3C(=O)N2C)cc1 (centres undefined) | -14% | -6% | 5% | -12% | -1% | 2% | 2% | -11% | 1% | -7% | -3.2%
O=C(CSc1ccccc1)NCc1cccnc1 | -9% | 3% | 1% | 0% | -2% | 4% | 1% | 6% | -4% | -3% | 0.7%[9.22 µM]
COc1ccccc1Oc1coc2c(CN3CCN(C)CC3)c(O)ccc2c1=O | 1% | -13% | -13% | 8% | 2% | -3% | 1% | 3% | -12% | -5% | 0.7%[0.369 µM]
N#Cc1c2n(c3c(-c4ccccc4)ncnc13)CCC2 | ? | -1% | -1% | 1% | -3% | -6% | 1% | -16% | -16% | 0% | -1.9%
CCOc1ccc(C(=O)Nc2cccc(-c3nc4cccnc4o3)c2)cc1Cl | 12% | -1% | 1% | 446% | -3% | -2% | -14% | 11% | 2% | 0% | -0.9%
O=C(CSc1nc2ccccc2o1)N1CCCC1 | -10% | 8% | -18% | 1% | -2% | -1% | 0% | . | 0% | -6% | 3.3%[0.369 µM]
Cc1[nH]nc2c1C(c1ccc(-c3ccccc3C#N)o1)C(C#N)=C(N)O2 (centres undefined) | 23% | ? | -9% | -21% | ? | -13% | -2% | 0% | -21% | -7% | .
O=c1c2ccccc2nnn1CSc1nc2ccccc2c(=O)n1Cc1ccco1 | -2% | -1% | -6% | -11% | -1% | -4% | -1% | 5% | 2% | 0% | -0.4%[57.5 µM]
O=C(CN1CCN(c2nc(-c3ccc(F)cc3)cs2)CC1)NCc1ccc2c(c1)OCO2 | ? | -17% | -28% | 74% | -1% | -8% | 5% | 0% | -17% | -13% | -3.8%
COC(=O)C(C)Sc1nc2c(c(=O)n(C)c(=O)n2C)n1Cc1cccc(C)c1 (centres undefined) | 9% | -26% | 49%[activator] | 0% | -1% | -9% | 1% | -2% | ? | ? | .
COc1ccc(NC(=O)N2CCC3(CC2)CCN(C(=O)c2cccn2C)CC3)cc1 | -2% | 2% | -14% | 3% | 0%[9.22 µM] | -7% | 0%[11.4 µM] | -10% | 7% | -5% | 0.4%
CC1CC(c2ccccc2)n2nc(N3C(=O)c4ccccc4C3=O)nc2N1 (centres undefined) | -7% | 5% | -15% | -15% | 0% | 3% | -1% | -5% | 1% | -3% | 2.1%[0.369 µM]
Cc1cc(OCC(=O)O)c(Cl)cc1Cl | 3%[7.6 µM] | -4%[11.4 µM] | -17%[11.5 µM] | 7%[11.4 µM] | 4%[9.22 µM] | 7%[11.4 µM] | 0%[11.4 µM] | -4%[9.17 µM] | 5%[11.4 µM] | -4%[11 µM] | 1.2%[9.22 µM]
C=CCn1c(NCc2ccccc2)nc2ccccc21 | -1% | -5% | -5% | -12% | 0% | -3% | -9% | 5% | -1% | -6% | .
CCOC(=O)C1CCN(C(=O)Cn2cc(C(=O)C3CC3)c3ccccc32)CC1 | 16% | -4% | 33%[activator] | -2% | 3% | -8% | 1% | 5% | 11% | ? | 1.2%
COc1ccc(C2c3c(oc4ccc(Cl)cc4c3=O)C(=O)N2Cc2ccco2)cc1OC (centres undefined) | -9% | -6% | -7% | -4% | 2% | -15% | 4% | . | 12% | -1% | 1.2%[0.369 µM]
O=C(Cn1cc(C(=O)c2cccs2)c2ccccc21)NCC1CCCO1 (centres undefined) | -4% | -2% | 20% | -2% | 4% | 1% | 1% | 15% | 6% | ? | -0.5%
Cc1cc2ccccc2n2c(SCC(=O)N3CCN(C(=O)c4ccco4)CC3)nnc12 | -1% | 0% | -11% | 6% | 3% | -4% | -2% | 3% | -9% | -1% | .
Cc1noc(C)c1COc1cccc(C(=O)N2CCN(C/C=C/c3ccccc3)CC2)c1 | ? | 2% | 24% | 0% | -3% | -1% | 2% | -2% | -4% | -7% | -1.6%
Cc1c(NC(=O)C23CC4CC(CC(C)(C4)C2)C3)c(=O)n(-c2ccccc2)n1C | -5% | 6% | 21% | 0% | 0% | -8% | 1% | -9% | 1% | 3% | -0.4%
CCOC(=O)c1ccc(NS(=O)(=O)c2ccc3c(c2)oc(=O)n3C)cc1 | -1% | -7% | . | -8% | . | 0% | 2% | -5% | -18% | 3% | -0.3%
O=C(COc1ccc(F)cc1)Nc1ccc(-n2cnnn2)cc1 | 4% | 1% | -7% | 15% | 2% | -4% | -4% | -9% | 13% | -4% | -3.6%
CCN(CC)CCNC(=O)Cc1c(C(=O)O)n(C)c2ccccc12 | -9% | 11% | 9% | 5% | 2% | 4% | 1% | -4% | 6% | -2% | 0.1%
Nc1cccc(C(=O)Nc2ccccc2Cl)c1 | 2% | 6% | -14% | -12% | 0% | 0% | -10% | -16% | 4% | -3% | -1.8%
CCOC(=O)c1ccc(N=Cc2nc3ccccc3n2C)cc1 | -5% | 8% | 1% | -1% | 0% | -3% | -2% | -4% | -7% | -1% | -0.7%[9.22 µM]
Cc1ccc(-c2noc(CSc3nnnn3C3CCCCC3)n2)cc1 | 15% | -3% | 24% | 15% | -4% | -7% | 3% | 6% | -6% | 8% | -0.2%
O=C(NCCCN1CCCC1=O)C1CCN(S(=O)(=O)N2CCOCC2)CC1 | -10% | -2% | -3% | 7% | -1% | -4% | -8% | -3% | 0% | -1% | -0.4%
Cc1ccc2c(c1)N(CC(=O)NCc1cccs1)C(=O)CO2 | 3% | 8% | 3% | 1% | -1% | -1% | 2% | -1% | 0% | 0% | .
Cc1cc(C)cc(NC(=O)C2CCCC2)c1 | 12% | 2% | -1% | 11% | 1% | -7% | 3% | -4% | 2% | -1% | -1.2%
CSc1ccc(C2C(C#N)=C(N)Oc3c2ccc(=O)c2c(C)oc(C)c32)cc1 (centres undefined) | -16% | 16µM* | ? | 50% | -2% | 5% | -6% | 0% | 25µM* | ? | ?
O=C(CCCSc1nc2ccccc2[nH]1)NCc1ccco1 | 4% | 3% | -5% | -6% | -1% | -6% | -34% | 4% | 23% | -1% | -1.7%

2 of these compounds in a different format.
> CSc1ccc(C2C(C#N)=C(N)Oc3c2ccc(=O)c2c(C)oc(C)c32)cc1 (centres undefined)
  CRE Fsk mod = -16%
  ALOX15 inhib = 16µM*
  ERK AVP block = ?
  Tau filament bind = 50%
  Epigenetic mod = -2%
  DNA Pol III inh = 5%
  Luciferase inh = -6%
  UbGFP stabilizer = 0%
  HADH2 inh = 25µM*
  Hsp90 Hop PPI = ?
  HBB splice mod = ?

> O=C(CCCSc1nc2ccccc2[nH]1)NCc1ccco1
  CRE Fsk mod = 4%
  ALOX15 inhib = 3%
  ERK AVP block = -5%
  Tau filament bind = -6%
  Epigenetic mod = -1%
  DNA Pol III inh = -6%
  Luciferase inh = -34%
  UbGFP stabilizer = 4%
  HADH2 inh = 23%
  Hsp90 Hop PPI = -1%
  HBB splice mod = -1.7%

Screening results from PubChem.
